Screening results from PubChem BioAssay.
Nrf2 ARE act: qHTS of Nrf2 Activators; AREc32 ARE-luciferase reporter (MCF7-derived line), luminescence, 24 h; Potency, µM (doses to about 46.1 µM), for inactives: top-dose activation, actives largely listed as activators; 410,000 compounds, 0.31% hits; also: potency is read from the fitted curve at half-maximal effect; % of control where 0% means no effect; nearly all actives have a fitted effect of over 65% in size
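Nrf2 activation is followed as ARE-luciferase induction in the AREc32 line after one day of compound treatment; luminescence is read with Steady-Glo.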
IL-1B inflam inh: qHTS for Inhibitors of Inflammasome Signaling: IL-1-beta AlphaLISA Primary Screen | THP-1 LPS/ATP IL-1B secretion, AlphaLISA, 16 h; stronger effect = lower value | activity change, % at 57.5 µM | 360,000 compounds, 4.7% hits | AID 743279, 2014; in the data active = activity change below about -50%; inconclusive = mostly about -30% to -49%; also: % is scaled to controls: 0 for no effect and ±100 for the full control effect
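Secreted IL-1B measured by AlphaLISA bead assay after 16 h compound exposure of THP-1 cells; compounds (final up to 57.5 uM) added 1 h before LPS (250 ng/mL) and ATP (1.25 mM) stimulation; lower signal means less secretion.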
A549 tox: Nrf2 qHTS screen for inhibitors: counterscreen for cytotoxicity; A549 ARE-Fluc cells, CellTiter-Fluor viability, 18-24 h; Potency, µM (top dose mostly 46 µM), without a hit: at the highest dose activity change, negative = cytotoxicity, usual class: inhibitors; 390,000 compounds, 0.16% hits; also: potency is read from the fitted curve at half-maximal effect; % is scaled to controls: 0 for no effect and ±100 for the full control effect
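A549 ARE-Fluc cells in 5% FBS OPTI-MEM, 5000 cells/well, rested 2 h then exposed to compounds in concentration-response for 18-24 h at 37 °C. Viability by CellTiter-Fluor fluorescence (Ex 405/Em 525) after 30 min; luciferase luminescence (BugLite, 15 min, RT) read afterwards.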
ATXN viability: Viability Counterscreen for Primary qHTS for Inhibitors of ATXN expression; AID 651635, 2014; S2 cells (HEK-293 line with an ATXN2-luciferase reporter) viability, CellTiter-Fluor protease fluorescence, 24 h; Potency, µM (top dose mostly 56.7 µM), actives largely listed as cytotoxic; 400,000 compounds, 0.49% hits; also: potency is read from the fitted curve at half-maximal effect; nearly all actives have a fitted effect of over 40% in size
TGFb inhibitor: qHTS for Inhibitors of TGF-b; HepG2 CAGA-GFP TGF-b/SMAD3 reporter, GFP fluorescence, 18 h; TGF-beta stimulated, 500 pg/mL final; Potency, µM (top dose mostly 46.1 µM), inactives show at the top dose activity, negative = inhibition, hits mostly inhibitors; 410,000 compounds, 1.2% hits; also: potency is read from the fitted curve at half-maximal effect; % is scaled to controls: 0 for no effect and ±100 for the full control effect; nearly all actives have a fitted effect of over 65% in size
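First, reporter cells (HEPG2 CAGA-GFP) rested 2 h at 37 degrees C. Next, compounds were pinned in and TGF-beta added to 500 pg/mL final. After 18 h, GFP was imaged per cell and summed per well.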
Nrf2 inh: Nrf2 qHTS screen for inhibitors. 360,000 compounds, 2.1% hits. AID 504444, 2011. Potency, µM (doses to about 46 µM), for inactives: at the highest dose activity change, negative = inhibition, hits mostly inhibitors. A549 ARE-Fluc reporter, luciferase luminescence, 18-24 h; also: potency is read from the fitted curve at half-maximal effect; % is scaled to controls: 0 for no effect and ±100 for the full control effect; nearly all actives have a fitted effect of over 60% in size
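Concentration-response testing used A549 ARE_Fluc cells at 5000 cells/well. Following an 18-24 h compound incubation, viability was read by fluorescence (Ex 405/Em 525) and luciferase output by luminescence.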
ATXN2 expr inh: Primary qHTS for Inhibitors of ATXN expression. HEK-293 ATXN2-luciferase reporter, luminescence, 24 h. Potency, µM (top dose mostly 57 µM), inactives show at the top dose activity change, negative = inhibition, most hits filed as inhibitors. 360,000 compounds, 0.72% hits; also: potency is read from the fitted curve at half-maximal effect; % is scaled to controls: 0 for no effect and ±100 for the full control effect; nearly all actives have a fitted effect of over 55% in size
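ATXN2-luciferase reporter cells (luciferase flanked by upstream and downstream ATXN2 gene portions) were treated 24 h at 37 °C with compounds at up to 57 uM. SteadyGlo luminescence gave expression; GF-AFC fluorescence gave viability.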
HepG2 tox: qHTS for Inhibitors of TGF-b: Cytotox Counterscreen. HepG2 CAGA-GFP viability, ATP luminescence, 18 h. Potency, µM (highest dose often 46.1 µM), for inactives: at the highest dose activity change, negative = cytotoxicity, usual class: cytotoxic. 410,000 compounds, 0.76% hits; also: potency is read from the fitted curve at half-maximal effect; some results filed as inactive show a strong effect at the top dose
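CellTiter-Glo luminescence gave cytotoxicity after 18 hours at 37 degrees C. The cells were HepG2 CAGA-GFP in 1% FBS DMEM, stimulated with 500 pg/mL TGF-beta after compound addition. %Activity was normalised to no-cell wells (complete cell-killing) and DMSO (no toxicity), and curves were fitted and classified.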
MCF10A rereplic: A quantitative high throughput screen for small molecules that induce DNA re-replication in MCF 10a normal breast cells. MCF 10A DNA re-replication, Hoechst nuclear intensity, 48 h. Potency, µM (doses to about 46.1 µM), for inactives: at the top dose activity, positive = re-replication, usual class: activators. 350,000 compounds, 2.9% hits; also: potency is read from the fitted curve at half-maximal effect; % of control where 0% means no effect; nearly all actives have a fitted effect of over 50% in size
* marks the source's active call; other numbers are inactive results; [ ] = another dose, or the depositor's remark. Unless noted, calls follow the shape of the dose curve; as a rule, active = well fitted curve in the direction sought with a large enough effect; inconclusive = small, poorly fitted or top-dose-only effect, or another doubt; inactive = no such curve, though single readings can be large; an effect the other way counts as inactive or inconclusive. Random draw from the library; about 8.8% have a hit in one of these screens.

CCOC(=O)c1c(C)[nH]c(-c2csc(C)n2)c1C was read as Nrf2 ARE act 2.9%, IL-1B inflam inh -15, A549 tox 0%, ATXN viability inactive, TGFb inhibitor 4%, Nrf2 inh inconclusive, ATXN2 expr inh 34%, HepG2 tox -7% and MCF10A rereplic 2%.
Screening O=C(CNC(=S)N(Cc1ccccc1)Cc1ccccc1F)NCCc1ccccc1 returned Nrf2 ARE act 2.4%, IL-1B inflam inh -18, A549 tox -11%, ATXN viability inactive, TGFb inhibitor -17%, Nrf2 inh inconclusive, ATXN2 expr inh 7%, HepG2 tox -21% and MCF10A rereplic inconclusive.
Screening Cc1cc(N/N=C/c2ccccc2)nc(N)n1 returned Nrf2 ARE act 2.7%, IL-1B inflam inh 0, A549 tox -7%, ATXN viability inactive, TGFb inhibitor 2%, Nrf2 inh -5%, ATXN2 expr inh 26%, HepG2 tox -35% and MCF10A rereplic -1%.
Screening CCc1ccc2c(c1)C(c1ccc(N3CCOCC3)cc1)=NNC(c1ccncc1)=N2 returned Nrf2 ARE act -0.2%, IL-1B inflam inh -3, A549 tox -3%, ATXN viability inactive, TGFb inhibitor -8%, Nrf2 inh 5%, ATXN2 expr inh -7%[11.3 µM], HepG2 tox -7% and MCF10A rereplic 16%.
CC(CNC(=O)c1ccc2c(c1)nc1n2CCCCC1)c1ccccc1 (stereo not given) was read as Nrf2 ARE act -0.4%, A549 tox -7%, TGFb inhibitor -2% and HepG2 tox -9%.
`CN1CCc2c(sc3nc(NN)n(Cc4ccccc4)c(=O)c23)C1` gave Nrf2 ARE act -0.5%, IL-1B inflam inh 20, A549 tox -15%, ATXN viability inactive, TGFb inhibitor 4%, Nrf2 inh inconclusive, ATXN2 expr inh -1%, HepG2 tox -9% and MCF10A rereplic -2%.
For Cc1ccc(Nc2nc3ccccc3c3nncn23)c(Cl)c1 the results were Nrf2 ARE act 6.2%, A549 tox 4%, ATXN viability inactive, TGFb inhibitor 4%, Nrf2 inh 13%, ATXN2 expr inh 7% and HepG2 tox -18%.
For COc1cccc(C(=O)CN2CCN(S(=O)(=O)c3ccc(Cl)cc3)CC2)c1 the results were Nrf2 ARE act 4.8%, A549 tox 1%, ATXN viability inactive, TGFb inhibitor inconclusive, ATXN2 expr inh 2% and HepG2 tox -1%.
For COc1ccc(NC(=S)NCC2CCN(c3ccc(OC)cc3)C2)cc1 (stereo not given) the results were Nrf2 ARE act -0.1%, IL-1B inflam inh -83*, A549 tox 0%, ATXN viability inactive, TGFb inhibitor inconclusive, Nrf2 inh inconclusive, ATXN2 expr inh -6%, HepG2 tox -34% and MCF10A rereplic -6%.
Screening CC(C)(C)C(=O)c1c(N)[nH]c(C(=O)c2ccccc2)c1-c1ccc(Cl)cc1 returned Nrf2 ARE act 0.4%, IL-1B inflam inh -8, ATXN viability inactive and ATXN2 expr inh 13%.
COc1ccc(S(=O)(=O)N2CCOCC2)cc1NC(=O)c1ccccc1-c1ccc(C(F)(F)F)cc1 was read as Nrf2 ARE act 3.0%, IL-1B inflam inh 26, A549 tox 11%, ATXN viability inconclusive, TGFb inhibitor 3%, Nrf2 inh 12%, ATXN2 expr inh -15%, HepG2 tox -2% and MCF10A rereplic -2%.
For Cc1ccc(-c2nn(CC(=O)Nc3cccc(C(F)(F)F)c3)c(=O)c3ccccc23)cc1 the results were Nrf2 ARE act 3.2%, A549 tox -1%, ATXN viability inactive, TGFb inhibitor -24%, Nrf2 inh inconclusive, ATXN2 expr inh 0% and HepG2 tox -24%.
For O=C(Cc1ccccc1)Nc1nnc(-c2ccco2)s1 the results were Nrf2 ARE act 6.8%, IL-1B inflam inh -15, A549 tox -1%, ATXN viability inactive, TGFb inhibitor 6%, ATXN2 expr inh 26%, HepG2 tox -1% and MCF10A rereplic 7%.
Cc1cc(C(=O)Nc2ccc(N3CCOCC3)c3nonc23)ccc1[N+](=O)[O-] was read as Nrf2 ARE act -0.4%, IL-1B inflam inh -8, A549 tox -18%, ATXN viability inconclusive, TGFb inhibitor 3%, Nrf2 inh inconclusive, ATXN2 expr inh -3%, HepG2 tox -11% and MCF10A rereplic -20%.
`COc1cc(NC(=O)Cn2nc(C(F)(F)F)c(Br)c2C)cc([N+](=O)[O-])c1` gave Nrf2 ARE act 4.2%, IL-1B inflam inh -15, A549 tox inconclusive, ATXN viability inactive, TGFb inhibitor inconclusive, Nrf2 inh 23µM*, ATXN2 expr inh inconclusive, HepG2 tox -57% and MCF10A rereplic 0%.
For COc1ccc(-c2cc(C(=O)NC3CCCC3)c3ccccc3n2)cc1OC the results were Nrf2 ARE act -0.5%, IL-1B inflam inh 20, A549 tox -1%, ATXN viability inactive, TGFb inhibitor 2%, Nrf2 inh 27%, ATXN2 expr inh -3%, HepG2 tox -31% and MCF10A rereplic 17%.
CCOC(=O)N1CCC(NC(=O)c2cc(S(=O)(=O)NCCc3ccccc3)ccc2F)CC1 was read as Nrf2 ARE act 5.7%, IL-1B inflam inh -11, A549 tox 5%, ATXN viability inactive, TGFb inhibitor -2%, Nrf2 inh inconclusive, ATXN2 expr inh -15%, HepG2 tox -6% and MCF10A rereplic inconclusive.
CCOC(=O)c1cnc2c(OC)cccc2c1N1CCN(c2ccccc2OC)CC1 was read as Nrf2 ARE act 4.0%, IL-1B inflam inh -97*, A549 tox -6%, ATXN viability inactive, TGFb inhibitor inconclusive, Nrf2 inh inconclusive, ATXN2 expr inh -24%, HepG2 tox -33% and MCF10A rereplic inconclusive.
Screening CCn1c(=O)c(C(=O)NCCCO)c(O)c2ccccc21 returned Nrf2 ARE act 7.7%, IL-1B inflam inh -26, A549 tox -11%, ATXN viability inactive, TGFb inhibitor 2%, Nrf2 inh inconclusive, ATXN2 expr inh -20%, HepG2 tox -5% and MCF10A rereplic inconclusive.
CCCN(Cc1nnc(-c2ccccc2Cl)o1)C(=O)c1cc2ccccc2o1 was read as Nrf2 ARE act 4.9%, IL-1B inflam inh -9, A549 tox -4%, ATXN viability inactive, TGFb inhibitor -14%, Nrf2 inh 3%, ATXN2 expr inh 21%, HepG2 tox -16% and MCF10A rereplic inconclusive.
Screening Cc1cc(Cl)c(S(=O)(=O)Nc2cccc(O)c2)cc1OCC(N)=O returned Nrf2 ARE act 0.1%, IL-1B inflam inh 7, A549 tox 0%, ATXN viability inactive, TGFb inhibitor -13%, Nrf2 inh 3%, ATXN2 expr inh -13%, HepG2 tox 2% and MCF10A rereplic 4%.
`COc1ccc(-c2nc3ccccc3o2)cc1NC(=O)c1ccc(-c2ccc(C)c(Cl)c2)o1` gave Nrf2 ARE act 2.7%, A549 tox -1%, ATXN viability inactive, TGFb inhibitor -4%, Nrf2 inh 6%, ATXN2 expr inh 25% and HepG2 tox -7%.
CCOc1ccc(C(=O)c2cnc3ccc(Cl)cc3c2S(=O)(=O)c2ccc(C)cc2)cc1 was read as Nrf2 ARE act 4.3%, A549 tox 0%, ATXN viability inactive, TGFb inhibitor 10%, Nrf2 inh 18%, ATXN2 expr inh -1% and HepG2 tox 2%.
O=C(Nc1ccc([N+](=O)[O-])cc1Br)c1cc2ccccc2nc1Cl was read as Nrf2 ARE act 0.1%, IL-1B inflam inh -13, A549 tox -20%, ATXN viability inactive, TGFb inhibitor 1%, Nrf2 inh -23%, ATXN2 expr inh -13%, HepG2 tox 8% and MCF10A rereplic 17%.
For COC(=O)CN(c1ccc2c(c1)OCO2)S(=O)(=O)c1c(C)[nH]c(=O)[nH]c1=O the results were Nrf2 ARE act -0.6%, IL-1B inflam inh -3, A549 tox 1%, ATXN viability inactive, TGFb inhibitor 1%, Nrf2 inh 11%, ATXN2 expr inh -3%, HepG2 tox 0% and MCF10A rereplic 2%.
`COc1cccc(-c2nn3c(-c4ccco4)nnc3s2)c1` gave Nrf2 ARE act 2.6%, IL-1B inflam inh -12, A549 tox -3%, TGFb inhibitor 1%, Nrf2 inh -16%, HepG2 tox 20% and MCF10A rereplic 13%.
Screening O=C(O)C1CCCN(S(=O)(=O)c2ccc(F)cc2)C1 (stereo not given) returned Nrf2 ARE act -0.3%, IL-1B inflam inh 6, A549 tox -2%, ATXN viability inactive, TGFb inhibitor 5%, Nrf2 inh 0%, ATXN2 expr inh -1%, HepG2 tox 0% and MCF10A rereplic -2%.
CCS(=O)(=O)c1ccc(S(=O)(=O)CC)s1 was read as Nrf2 ARE act 0.4%, IL-1B inflam inh 33, A549 tox -7%, ATXN viability inactive, TGFb inhibitor 5%, Nrf2 inh -6%, ATXN2 expr inh -2%, HepG2 tox 7% and MCF10A rereplic -5%.
COc1ccc(N2C(=O)CC(NCc3ccncc3)C2=O)cc1 (stereo not given) was read as Nrf2 ARE act 0.4%, IL-1B inflam inh -11, A549 tox -3%, ATXN viability inactive, TGFb inhibitor 7%, Nrf2 inh -2%, ATXN2 expr inh -7%, HepG2 tox -17% and MCF10A rereplic -3%.
For CCCCN1CC(COCc2ccccc2)Oc2cccc(Oc3ccc(C(C)C)cc3)c2S1(=O)=O (stereo not given) the results were Nrf2 ARE act 0.0%, IL-1B inflam inh 27, A549 tox -1%, ATXN viability inactive, TGFb inhibitor -3%, Nrf2 inh -5%, ATXN2 expr inh -3%, HepG2 tox 4% and MCF10A rereplic 11%.
